# procasp7 counter: counter-screen for procaspase-3 activators: activators of human procaspase-7. recombinant procaspase-7, Ac-DEVD-pNA absorbance 405 nm; D23A/D198A/D206A triple mutant, cannot self-cleave; scale: DMSO 0, 5 µM enzyme 100. activation, % at 8.5 µM. 330,000 tested, 0.093% active;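 active means percent activation above the screen-wide mean plus 3 SD, cut at about 25% in these data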
#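 System: Uncleavable procaspase-7 mutant enzyme; Amount: 2 µM procaspase-7 mutant as dispensed; Schedule: 1 h compound preincubation, 2 h substrate cleavage, 25 °C; Measured by: 405 nm absorbance of p-nitroaniline; Evaluation: percent activation from buffer-corrected 0–120 min absorbance change; Control set: low DMSO alone, high DMSO plus 5 µM PC-7.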
# JMJD2C inh: human JMJD2C demethylase inhibition; Q9H3R0; 330,000 tested, 0.069% active; AID 2099; GST-JMJD2C(1-420) H3K9me3 demethylation, DELFIA europium; inhibition, % at 2.35 µM;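 active means more than half of a compound's replicate wells show inhibition beyond 50%, single wells judged on their own value; inconclusive means some, but no more than half, of replicates pass 50% inhibition; inactive means no replicate passes 50% inhibition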;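 further: signal counts dimethyl H3K9 product captured on neutravidin plate; 0% = median of DMSO wells and 100% = 0.3 times that DMSO median; strong numbers were not always called active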
# MEP2-GFP yeast: yeast TOR pathway MEP2-GFP modulation; S. cerevisiae MEP2-GFP strain, flow cytometry GFP, 3 h; 100% = DMSO control level; GFP response vs DMSO, % at 10 µM; 330,000 tested, 0.51% active;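 active means GFP response versus DMSO above a set limit, roughly screen mean plus 3 SD, cut at about 180% in these data; inconclusive means fewer than 70 cells counted for a yeast strain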;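 further: median GFP fluorescence of the barcode-gated MEP2-GFP cells per well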
# proCasp3 act: activators of human procaspase-3; activation, % at 8.5 µM; P42574; 330,000 tested, 0.11% active; recombinant procaspase-3 D3A, Ac-DEVD-pNA absorbance 405 nm;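 active means activation above the mean of all tested compounds plus 3 SD, cut at about 21% in these data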;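 further: 0% = DMSO alone and 100% = DMSO wells spiked with extra 5 µM PC-3 D3A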
# Target sequence (P42574 whole entry D9A/D28A/D175A): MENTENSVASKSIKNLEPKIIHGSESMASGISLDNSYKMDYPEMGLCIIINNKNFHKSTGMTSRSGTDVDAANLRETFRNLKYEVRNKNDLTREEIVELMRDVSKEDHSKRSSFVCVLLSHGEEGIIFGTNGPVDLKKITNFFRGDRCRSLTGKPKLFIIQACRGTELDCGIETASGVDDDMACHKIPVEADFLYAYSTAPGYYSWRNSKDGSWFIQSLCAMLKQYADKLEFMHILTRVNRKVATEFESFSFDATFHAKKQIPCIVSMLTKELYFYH
#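 Assay system – Procaspase-3 D3A mutant · Benchmarks – DMSO low control, extra-enzyme high control · Technique – 405 nm absorbance of p-nitroaniline, reads at 0 and 120 min · Doses – 8.5 µM nominal · Measure – % activation between DMSO and enzyme-spiked controls · Also added – Ac-DEVD-pNA chromogenic peptide substrate · Schedule – 1 h compound preincubation, 2 h substrate hydrolysis at 25 °C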
# LAP4-GFP MLPCN: yeast TOR pathway LAP4-GFP modulation | 320,000 tested, 0.34% active | GFP response vs DMSO, % at 10 µM | S. cerevisiae LAP4-GFP multiplex, flow cytometry GFP, 3 h; median GFP as percent of DMSO wells;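 active means GFP response vs DMSO above a set limit, about the screen mean plus 3 SD, cut at about 150% in these data; inconclusive means under 70 cell events counted for the yeast strain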
# AHR act: human AHR activation. P35869. AHR-responsive luciferase reporter cells, luminescence. activation, % at 5 µM. 320,000 tested, 2.5% active. AID 2796; in the data active means activation above about 47%;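 further: 0% = vehicle wells and 100% = reference agonist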
# Target sequence (P35869 whole entry, looked up): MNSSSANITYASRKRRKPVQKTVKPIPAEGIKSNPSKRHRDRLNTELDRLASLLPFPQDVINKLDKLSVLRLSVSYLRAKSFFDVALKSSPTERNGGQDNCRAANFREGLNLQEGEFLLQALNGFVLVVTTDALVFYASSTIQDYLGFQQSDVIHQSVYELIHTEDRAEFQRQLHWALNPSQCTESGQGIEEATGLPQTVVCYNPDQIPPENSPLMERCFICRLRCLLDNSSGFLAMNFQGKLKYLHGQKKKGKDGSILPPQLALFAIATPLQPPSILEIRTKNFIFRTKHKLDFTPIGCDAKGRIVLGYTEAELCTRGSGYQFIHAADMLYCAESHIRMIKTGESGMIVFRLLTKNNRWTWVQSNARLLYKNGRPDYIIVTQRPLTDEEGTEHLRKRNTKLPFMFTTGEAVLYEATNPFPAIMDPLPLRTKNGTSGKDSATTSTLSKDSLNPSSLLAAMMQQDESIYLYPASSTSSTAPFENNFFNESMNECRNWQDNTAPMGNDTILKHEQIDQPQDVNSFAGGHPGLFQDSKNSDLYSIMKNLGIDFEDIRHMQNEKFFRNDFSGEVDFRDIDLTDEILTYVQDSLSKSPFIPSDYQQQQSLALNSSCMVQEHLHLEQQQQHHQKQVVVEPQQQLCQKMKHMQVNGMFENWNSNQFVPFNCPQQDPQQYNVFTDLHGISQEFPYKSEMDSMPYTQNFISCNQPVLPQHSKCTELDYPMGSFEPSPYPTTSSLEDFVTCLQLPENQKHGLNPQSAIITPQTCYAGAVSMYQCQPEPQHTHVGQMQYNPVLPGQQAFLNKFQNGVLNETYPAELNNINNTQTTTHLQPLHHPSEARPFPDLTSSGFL
# RPL19A-GFP yeast: alters RPL19A-GFP fluorescence in TOR pathway yeast screen; S. cerevisiae RPL19A-GFP strain, flow cytometry, 3 h; active compounds read low; 330,000 tested, 0.3% active; percent response vs DMSO, % at 10 µM;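 active means percent response vs DMSO below 50%; inconclusive means fewer than 70 events counted for the yeast strain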;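 further: median channel GFP fluorescence of the barcoded RPL19A-GFP strain; ratio of sample median GFP to plate DMSO average so 100% = DMSO; lower means less RPL19A-GFP as with rapamycin TOR inhibition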
# Yeast superoxide: caloric restriction mimetics inhibiting age-related superoxide in yeast | S. cerevisiae aged cells, superoxide DHE fluorescence; active compounds read low | superoxide response (% of plate mean), % at 10 µM | 330,000 tested, 0.18% active | AID 2690;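 active means superoxide response under a set limit, about three screen SD below normal, cut at about 65% in these data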;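 further: yeast aged for seven days with compound at 30 °C before DHE staining; 100% = average MFI of all compound-treated wells on the plate with controls excluded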
# Starred values were filed as active, the others as inactive; ? = inconclusive; . = not tested or not shown.
SMILES,procasp7 counter,JMJD2C inh,MEP2-GFP yeast,proCasp3 act,LAP4-GFP MLPCN,AHR act,RPL19A-GFP yeast,Yeast superoxide
COc1cc(O)c(C(CCN2CCN(c3ccccc3)CC2)c2ccc(N(C)C)cc2)c(OC)c1 (stereo unspecified),-3.1,-6.3,99.7,-4.3,100.7,0.7,98.7,96.4
CC1=CC(C)(C)N2C(=O)C3(NCCc4c3[nH]c3ccccc43)c3cc(C)cc1c32 (stereo unspecified),-3.0,-4.3,104.3,-3.5,99.8,1.4,99.5,104.1
N#Cc1ccc(C(=O)N/N=C/c2cn(CC(=O)O)c3ccccc23)c(F)c1,-12.0,1.1,71.5,-9.3,78.5,29.6,96.7,113.8
Nc1cccc(-c2cn(-c3cc4cc(C#CC5(O)CCCCC5)ccc4oc3=O)nn2)c1,7.8,11.1,86.1,6.2,97.8,0.5,94.0,103.1
COc1cc(C(=O)Nc2ccc(Br)cc2C(=O)c2cc(OC)c(OC)c(OC)c2)cc(OC)c1OC,10.2,6.8,102.3,-2.7,94.3,2.4,93.6,102.4
O=C(O)C1CCN(S(=O)(=O)c2cccc3nonc23)CC1,-0.1,24.1,107.1,-0.9,98.4,2.2,97.2,99.2
CC1(C)CC(=O)C=C(/C=C/c2ccccc2)C1,5.8,9.8,96.1,10.9,103.6,-5.0,93.2,100.1
CC(=O)C(Sc1nn(C)c(=S)s1)C(=O)Nc1ccccc1 (stereo unspecified),-33.4,0.4,95.9,-11.1,137.6,3.4,95.5,97.2
COc1ccc(OC)c(C(c2nnnn2C(C)(C)C)N2CCc3ccccc3C2)c1 (stereo unspecified),-2.7,18.9,109.0,-0.6,99.5,-1.5,104.7,85.7
COc1cc(C=O)ccc1Oc1nnnn1-c1ccccc1,1.4,7.9,94.7,-3.9,106.4,3.3,96.0,100.0
c1ccc(CCNc2ncnc3ccccc23)cc1,-0.1,11.4,105.5,1.1,89.9,-8.7,107.8,84.0
Cc1nc2nc(CSc3ccc(Cl)cc3)cc(=O)n2[nH]1,2.0,5.5,105.5,3.6,108.8,0.9,94.5,102.4
CN(C(=O)c1cncc(Br)c1)c1c(N)n(Cc2ccccc2)c(=O)[nH]c1=O,7.0,6.5,101.9,4.2,97.8,3.9,103.8,82.5
CCOC(=O)Cn1nc(-c2ccccc2)c2ccccc2c1=O,12.8,-3.5,100.4,-1.6,100.5,0.6,95.9,77.4
CSCCC(NC(=O)c1ccco1)C(=O)O (stereo unspecified),15.7,3.3,97.7,6.9,96.2,-1.3,96.0,104.5
CCN(CC)S(=O)(=O)c1ccc(C(=O)Nc2ccc(C(F)(F)F)n(C)c2=O)cc1,6.1,-0.3,111.7,5.8,101.0,-1.2,97.7,128.3
CCC(C(=O)Nc1cc(C)cc(C)n1)c1ccccc1 (stereo unspecified),0.2,2.6,99.8,1.6,108.0,1.1,99.0,101.1
Cc1ccc(OCCCCc2c(C)n[nH]c2C)cc1,1.7,-0.9,101.0,-5.5,94.2,-5.3,102.4,91.1
COc1ccc(CCn2c(=N)c(S(=O)(=O)c3ccc(C)cc3)cc3c(=O)n4ccccc4nc32)cc1,-11.1,-4.6,104.8,1.7,104.1,-4.8,99.6,87.3
Cc1cc(N2CCN(Cc3cn(C)nc3-c3cccc(Cl)c3)CC2)cc(C)n1,10.3,-2.5,103.4,3.1,100.8,0.1,100.1,112.8
Cn1cccc1Cc1nnc(SCC(=O)NC2CCCC2)n1CCc1ccccc1,-6.5,-4.9,100.4,-7.1,98.5,0.2,99.5,98.8
O=C(CSc1ncn[nH]1)NCc1ccccc1Cl,-3.7,-5.4,105.1,-1.4,94.9,0.7,106.3,110.1
CCc1nc2ccccc2c(=O)n1/N=C/c1ccc(Cl)cc1,2.1,-2.1,99.1,-7.9,111.1,26.7,97.3,84.2
Cc1ccc2c(c1)N(CC(=O)N(Cc1ccccn1)Cc1ccco1)C(=O)C(C(C)C)O2 (stereo unspecified),-5.5,-27.8,93.9,1.7,84.3,5.7,95.9,97.4
COc1ccc(N2C(=O)c3cc4ccccc4cc3C2=O)cc1,9.7,19.6,105.3,-1.4,85.4,22.5,105.2,98.6
CCCc1cc(-c2ccc(O)c(OCC)c2)c(C#N)c(N)n1,-8.5,35.4,101.1,12.8,79.6,10.2,99.0,91.8
O=C(Nc1cccc(Br)c1)c1ccc(Cl)c(S(=O)(=O)N2CCOCC2)c1,-9.1,-38.4,103.1,9.6,102.0,-6.2,100.5,95.0
Cc1c(/C=N/NC(=O)CNc2ccccc2)c2ccccn2c1C(=O)c1ccncc1,-14.4,-10.3,97.7,8.9,85.1,26.8,102.9,84.8
CC(NCC(=O)Nc1cc(S(=O)(=O)N2CCOCC2)ccc1N1CCOCC1)c1ccco1 (stereo unspecified),-15.4,3.8,99.5,7.4,103.6,0.5,103.8,129.6
COc1ccc(N=NC2=C(O)CC(C)(C)CC2=O)cc1,12.1,4.0,104.7,1.6,102.4,-0.6,101.9,125.6

# 4 records picked at random from those above:
SMILES,procasp7 counter,JMJD2C inh,MEP2-GFP yeast,proCasp3 act,LAP4-GFP MLPCN,AHR act,RPL19A-GFP yeast,Yeast superoxide
CCN(CC)S(=O)(=O)c1ccc(C(=O)Nc2ccc(C(F)(F)F)n(C)c2=O)cc1,6.1,-0.3,111.7,5.8,101.0,-1.2,97.7,128.3
Cn1cccc1Cc1nnc(SCC(=O)NC2CCCC2)n1CCc1ccccc1,-6.5,-4.9,100.4,-7.1,98.5,0.2,99.5,98.8
CCCc1cc(-c2ccc(O)c(OCC)c2)c(C#N)c(N)n1,-8.5,35.4,101.1,12.8,79.6,10.2,99.0,91.8
CC(NCC(=O)Nc1cc(S(=O)(=O)N2CCOCC2)ccc1N1CCOCC1)c1ccco1 (stereo unspecified),-15.4,3.8,99.5,7.4,103.6,0.5,103.8,129.6

# Next part.
SMILES,procasp7 counter,JMJD2C inh,MEP2-GFP yeast,proCasp3 act,LAP4-GFP MLPCN,AHR act,RPL19A-GFP yeast,Yeast superoxide
CCn1ncc(Cl)c1C(=O)Nc1ccc2c(c1)CCC2,-0.1,-18.6,98.3,0.5,104.1,18.9,97.8,94.3
COc1ccc(C(=O)COC(=O)C(CC(C)C)N2C(=O)c3ccccc3C2=O)cc1 (stereo unspecified),4.7,-23.1,99.5,6.4,101.0,-1.4,98.7,93.2
O=C(NC1CC1)C1=C[C@@H](c2coc3ccccc3c2=O)C[C@@H](OCCCCO)O1,0.0,-1.4,101.0,-5.4,101.6,6.6,104.4,98.5
Cn1nnnc1SCCNC/C=C/c1ccccc1,-6.2,-0.8,104.1,-0.8,102.6,-1.2,96.9,85.1
O=C(NCc1cccnc1)c1ccc(=O)oc1,5.9,2.8,101.3,9.4,103.2,-2.1,104.0,99.0
CCO/C=N/c1c(C#N)c2c(c(=S)n1C)COC(C)(C)C2,7.1,4.0,146.2,-1.9,114.6,-0.6,89.4,91.0
CCOC(=O)c1ccc(NC(=O)CSc2nnc(CNC(=O)c3ccco3)o2)cc1,-3.2,-1.6,102.7,6.2,97.8,7.2,97.8,117.9
CCn1nc(C)c(Oc2ccccc2O)c1C,-3.1,-4.6,98.1,-4.2,95.2,2.7,100.4,96.3
COC(=O)CCC(=O)N(CCN(Cc1ccccc1)C(=O)CCC(=O)OC)Cc1ccccc1,2.5,-1.3,90.2,-6.2,119.3,0.8,95.1,109.8
COc1ccccc1C(=O)NN1C(=O)C2C3C=CC(O3)C2C1=O (stereo unspecified),7.5,-8.7,99.8,-3.2,93.8,8.2,97.1,102.1
COc1ccc(C)c2sc(N(CCCN(C)C)C(=O)CS(=O)(=O)c3ccc(F)cc3)nc12,-1.3,1.1,97.3,6.2,117.5,16.3,98.5,103.0
COc1ccc(NC(=O)C2CCC(C(C)(C)C)CC2)cc1S(=O)(=O)N1CCCCC1 (stereo unspecified),-3.5,-4.9,.,-3.3,.,1.3,.,106.2
COc1cc2nc(SCC(=O)NCc3ccco3)n(Cc3ccc(Cl)cc3)c(=O)c2cc1OC,10.2,1.4,103.2,-0.3,102.9,13.8,102.7,103.2
O=C(CN1CCN(C(=O)c2cccc(S(=O)(=O)N3CCCC3)c2)CC1)Nc1ccccc1Cl,8.1,.,103.6,2.4,107.6,-1.6,99.4,92.3
CCN(CC)CCCn1c2c(c(SCC(=O)Nc3nccs3)nc1=O)CCC2,14.6,93.0,106.7,-9.4,96.9,-1.9,104.2,95.2
Cc1cc(NC(=O)CSc2ncnc3c2cnn3-c2ccccc2)no1,2.8,15.1,94.9,1.2,106.6,1.0,96.3,93.1
COc1ccc(NC(=S)NC(=O)C2CCCCC2)cc1,-9.9,?,94.9,-13.4,100.0,-0.6,97.2,93.1
S=c1[nH]nc(Cn2cnc3ccccc32)n1-c1ccccc1,-9.9,1.9,98.2,-0.7,96.8,-0.7,97.3,115.2
COc1cc(/C=N/NS(=O)(=O)c2ccc(Br)cc2)ccc1O,-5.2,-5.3,101.3,2.7,64.8,3.8,108.3,95.7
CCOC(=O)N1CCN(CC(O)COC(CC)c2ccccc2)CC1 (stereo unspecified),1.8,-2.8,93.0,-0.9,91.4,5.2,98.5,136.5
N#Cc1c(-c2ccccc2)nc(-c2ccccc2)[nH]c1=O,-4.7,-0.7,93.1,1.7,84.7,6.9,92.9,98.9
OCC#CCSc1nnc(-c2ccc(Br)cc2)o1,7.8,-6.9,103.8,-7.0,103.6,25.3,96.5,102.1
C=CCn1c(C2CC(=O)N(c3ccc(C)cc3)C2)nc2ccccc21 (stereo unspecified),6.1,0.9,98.4,-6.7,90.7,-1.2,98.3,99.1
O=C(CN1CCCCC1)N/N=C/c1ccccc1OCc1ccccc1,6.8,-1.4,91.4,-4.0,106.1,24.9,93.8,85.5
O=C1[C@@H]2CSCN2C(=O)CN1Cc1ccccc1F,-1.8,-5.6,97.1,7.4,91.8,-1.4,98.6,91.8
CCc1ccc(NC(=O)N(C2CCCCC2)C(C)c2cccnc2)cc1 (stereo unspecified),4.2,-2.0,97.0,-6.7,101.9,4.0,99.5,81.3
Cc1ccc(Sc2cnn(-c3ccccc3)c(=O)c2Cl)cc1,-8.1,-2.3,98.4,-5.8,101.1,60.8*,102.3,100.4
Cc1nn(Cc2ccc(F)cc2)c(C)c1NC(=O)c1cc(-c2ccc3c(c2)OCO3)on1,6.1,-4.1,98.8,-5.8,97.8,-2.0,.,89.8
COc1cccc(-c2nn(-c3ccccc3)cc2CN(C)C(C)c2ccncn2)c1 (stereo unspecified),-1.4,3.8,101.5,2.0,88.6,17.3,101.6,105.5
O=C(Nc1ccn([C@H]2CC[C@@H](CO)O2)c(=O)n1)c1ccccc1,7.3,-10.9,106.8,1.9,114.8,-1.8,102.8,95.8
Cc1ccc(NC(=O)c2nnn(CC(=O)Nc3ccccc3)c2N)cc1C,-9.5,12.3,85.8,2.0,86.2,48.0*,95.2,95.9
Cc1cc(C)c(C#N)c(SCc2ccccc2[N+](=O)[O-])n1,-0.3,-1.4,.,-3.3,.,10.3,.,99.7
COc1ccc(-n2c3c(cc(C(=O)Nc4cccc(C)n4)c2=O)C(=O)CC(C)(C)C3)cc1,10.9,11.4,114.9,3.2,104.4,0.6,99.7,103.2
